From PubChem
p53ts 39C kill = kills p53ts cells at the nonpermissive temperature; Potency, µM (top dose mostly 46.1 µM), for inactives: top-dose activity change, negative = cell killing, actives largely listed as cytotoxic; 130,000 compounds, 1.5% hits; H1299-p53A138V viability at 39C, ATP luminescence, 24 h; note: nearly all actives have a fitted effect of over 55% in size
IkB sig inh = inhibitors of IkB signaling in ABC-DLBCL cells | AID 445 | Potency, µM (top dose mostly 57.1 µM), inactives show top-dose IkBa stabilization activation | 110,000 compounds, 0.04% hits | ABC-DLBCL IkBa-CBG/CBR dual luciferase ratio, 4 h; response scale: scaled: untreated 0%, proteasome inhibitor 100%; active = well fitted curve in the direction sought with a large enough effect in the signal ratio, not every such curve was filed as active; inconclusive = small, poorly fitted or top-dose-only effect, or a change in a side signal; the % refers to the signal ratio;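 note: the direction sought is a rising ratio; 0% = basal untreated cells and 100% = reference inhibitor full response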
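Curves were fitted separately to fusion (green), unfused (red) and ratio luminescence, then classed by r2, magnitude and activity. Cells: OCI-Ly3, 4 h compound plus doxycycline at 37C; 10 uM MG-132 defined full response.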
p53ts 32C tox = p53ts cell cytotoxicity, permissive temperature. H1299-p53A138V at 32C, ATP luminescence viability, 24 h. Potency, µM (top dose mostly 46.1 µM), inactives show at the highest dose activity change, negative = cytotoxicity, usual class: cytotoxic. 130,000 compounds, 0.93% hits. AID 924;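 note: 0% = DMSO and -100% = full killing by reference compound; nearly all actives have a fitted effect of over 55% in size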
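H1299-p53 A138V cells (temperature-sensitive p53) exposed 24 h to up to 46 uM compound at 32C, where p53 is wild-type in conformation. Viability read as ATP luminescence and normalised to DMSO and 100 uM tamoxifen. AC50 fitted with the Hill equation.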
Imprint erasure = genomic imprint erasure induction. mouse ES Peg3-LacZ reporter, beta-gal luminescence, 40 h. Potency, µM (titrated, usually from 60.7 µM), without a hit: at the top dose activity change, positive = activation, hits mostly activators. 110,000 compounds, 0.02% hits. AID 1948;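 note: 0% = negative control wells on the plate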
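Imprint erasure is scored as LacZ activity from the silenced maternal Peg3 allele in feeder-free female ES cells cultured 40 h with LIF. Luminescence is normalized to in-plate negative controls and fitted to the Hill equation.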
Starred values were filed as active, the others as inactive; ? = inconclusive; / = no result given; [ ] = dose if it differs, or a comment. Unless noted, calls come from the whole dose curve; as a rule, active = well fitted curve in the direction sought with a large enough effect; inconclusive = small, poorly fitted or top-dose-only effect, or another doubt; inactive = no such curve, though single readings can be large; an effect the other way counts as inactive or inconclusive. Unless noted, % is set by controls: 0 for no effect and ±100 for the full control effect; potency is the fitted concentration of half-maximal effect. Not a hit list (roughly 1.7% active in at least one column).

SMILES	p53ts 39C kill	IkB sig inh	p53ts 32C tox	Imprint erasure
COc1ccccc1C1/C(=C(/O)c2ccccc2)C(=O)C(=O)N1CC(C)O (stereo unspecified)	1%	-2.8%	3%	-8%
COc1ccc(/C=C/c2cc(O)cc(O[C@H]3OC(CO)C(O)C(O)C3O)c2)cc1 (stereo partly specified)	-17%	/	-22%	-32%[inhibitor]
CCNC(=O)NC(=O)COC(=O)CCCSc1nc2ccccc2[nH]1	-3%	?	0%	-9%
Cc1ccc(NC(=O)c2cc(S(=O)(=O)NCCC3=CCCCC3)ccc2F)cc1C	-4%	?	3%	-20%[10.9 µM]
CCN(CC)CCNC(=O)CS(=O)Cc1nc(-c2ccc(Cl)cc2)oc1C (stereo unspecified)	-7%	-0.7%	1%	4%
COC(=O)[C@@H]1C[C@H]2CC[C@H](O)C[C@H]2N1Cc1ccc(N2CCOCC2)cc1	2%	/	6%	-13%
Cc1oc2ncnc(N3CCOCC3)c2c1C(=O)NCCc1ccccc1	22%	-3.8%	2%	5%[10.9 µM]
COc1ccccc1CNc1ccnc(-c2cccc(C#N)c2)n1	-2%	0.6%[11.4 µM]	0%	-18%
CCN(CC)S(=O)(=O)c1cc(-c2onc(C)c2C)ccc1OC	1%	1.8%	0%	10%[10.9 µM]
CC(CCC(=O)O)C1CCC2C3C(O)C[C@@H]4CC(O)CC[C@@]4(C)C3CC(O)[C@]12C (stereo partly specified)	1%	/	10%	-16%
Cc1cc(C)c(NC(=O)CSc2nccn2-c2cccc(Cl)c2)c(C)c1	-11%	-1.5%	-2%	16%[10.9 µM]
CCOc1ccc(N2CC(c3nc4ccccc4n3CCOc3ccc(OC)cc3)CC2=O)cc1 (stereo unspecified)	?	?	-25%	14%[10.9 µM]
COCCNC(=O)c1nc2c(nnn2Cc2cc(C)ccc2C)c(=O)[nH]1	4%	/	-6%	/
Cc1ccc(Cl)cc1N1C(=O)N(Cc2ccc(C#N)cc2)c2ccccc2S1(=O)=O	-9%	-0.5%	11%	20%[10.9 µM]
COc1cc(CC(=O)O)c(C(C)=O)cc1OC	-10%	/	7%	/
COc1ccc2c(c1)c1ccccc1n2C	6%	-1.0%	0%	1%
Nc1nnc(SCc2cccnc2)s1	6%	-0.1%	7%	-11%
O=C(NCc1nc2ccccc2[nH]1)c1ccc(Cl)c(S(=O)(=O)N2CCCC2)c1	3%	?	-1%	-23%
Cc1ccc(NC(=O)CSc2nncn2C)c(C)c1	35%[activator]	-0.5%	-10%	-1%[10.9 µM]
COc1ccc(NC(=O)C(=O)NCCc2csc(-c3ccc(Cl)cc3)n2)cc1OC	-10%	?	-4%	-13%[10.9 µM]
CCn1c(C)c(CCC(=O)O)c(=O)n2nc(-c3ccccc3OC)cc12	0%	0.2%	5%	-12%
CCOC(=O)COc1ccc(-c2nnc(-c3ccccc3)o2)cc1	?	?	10µM*	-95%[inhibitor]
CCOC(=O)c1ccc2c(c1)N(CC(=O)Nc1ccc(CC)cc1)C(=O)c1ccccc1S2	?	?	-4%	-8%[10.9 µM]
CC(C)S(=O)(=O)c1oc(-c2cccs2)nc1S(=O)(=O)c1ccc(F)cc1	3.2µM*	?	?	-41%[inhibitor][10.9 µM]
CCCOc1ccc(C(=O)NCC(c2ccc(OC)cc2)N2CCCCC2)cc1 (stereo unspecified)	?	?	-10%	-15%[10.9 µM]
Cc1ccc(NC(=O)CN2CCCN(Cc3ccccc3Cl)S2(=O)=O)c(C)c1	-22%	?	-1%	?
Cc1nc2cc(C(=O)O)ccc2n1-c1ccc(F)cc1F	1%	0.8%	3%	-1%
COc1ccc(CNc2nc(-c3ccc4c(c3)OCO4)nc3ccccc23)c(OC)c1	-1%	0.6%[11.4 µM]	1%	-15%
CCOc1cccc(CC(=O)N2CCc3c([nH]c4ccc(OC)cc34)C2c2ccc(F)cc2)c1OCC (stereo unspecified)	-9%	?	?	22%[10.9 µM]
COc1cccc(NC(=O)c2cccc3c(=O)c4c([nH]c23)CCCC4)c1	33%[activator]	-2.2%	0%	-11%[10.9 µM]
CCC1=[N+]([O-])C(C)(/C(C)=N\O)N(O)C1(C)C (stereo unspecified)	-8%	-1.1%	-3%	12%
CCc1ccccc1NC(=O)c1cc(S(=O)(=O)N2CCC(C)CC2)cn1C	1%	1.6%	-5%	-8%[10.9 µM]
N#C/C(=C\c1ccc(O)c(O)c1)C(=O)c1ccc(O)c(O)c1	?	-10.0%	-9%	-11%
COc1cccc(Nc2ncc3nc(-c4cccs4)c(=O)n(-c4ccccc4)c3n2)c1	-21%	-1.2%[11.4 µM]	-15%	?
CCOC(=O)c1cc(-c2ccccc2)n(CCC(=O)NCCc2ccccc2)c1C	22%	0.6%	36%[activator]	-16%[10.9 µM]
O=C(COc1ccc(F)cc1)Nc1ccc2nc(SCc3ccccc3)sc2c1	-2%	-1.8%	2%	-9%[10.9 µM]
Cc1ccc(C)c(CN2C(=O)c3ccccc3Sc3ccc(C(=O)NCc4cccs4)cc32)c1	-29%	?	9%	-10%[10.9 µM]
CN(CCOc1ccc(Cl)cc1)c1ccc(S(=O)(=O)N2CCCCC2)cn1	0%	1.3%	-16%	-15%
Cc1ccc2nc(SCC(=O)Nc3cc(C)on3)[nH]c2c1	-2%	0.3%	8%	-10%
O=c1c(-c2ccccc2)nc2cncnc2n1Cc1ccccc1	5%	-0.7%[11.4 µM]	14%	-13%
COc1ncnc2c1N[C@@](C)(O)c1c(F)c(F)c(F)c(F)c1S2	-1%	-0.2%	7%	-9%
CSc1ccccc1NC(=O)c1cccs1	-6%	5.8%	-2%	/
COc1cc(-c2cc3n(C)c(C)c(CCC(=O)NC4CCC(C)CC4)c(=O)n3n2)cc(OC)c1OC (stereo unspecified)	-28%	?	2%	-14%[10.9 µM]
O=C(NCc1ccccc1)N1CCc2c(sc3c2CCCC3)C1c1ccccc1 (stereo unspecified)	12%	0.9%	24%	-20%[10.9 µM]
Cc1c(C(=O)O)oc2c3c(ccc12)OCCO3	10%	-6.1%	7%	-17%
COc1ccc(-c2cc3ccc(O)c(CN4CCCC4)c3oc2=O)cc1OC	0%	0.3%	-9%	-5%[10.9 µM]
COc1ccc(-n2cc(-c3ccccc3)nc2SCC(=O)Nc2ccccc2C)cc1	-29%	0.0%	3%	-12%[10.9 µM]
Cc1ccc(C2CC(c3ccccc3Cl)n3nc(N)nc3N2)cc1 (stereo unspecified)	-2%	-2.6%	-7%	-15%
CCc1nnc2c3ccccc3nc(N3CCN(c4cc(Cl)ccc4C)CC3)n12	0%	-0.8%	0%	-3%[10.9 µM]
COc1ccccc1NC(=O)Nc1ccnn1Cc1cccs1	-12%	4.2%	1%	-9%
(listing goes on)
SMILES	p53ts 39C kill	IkB sig inh	p53ts 32C tox	Imprint erasure
Cc1oc(-c2ccc(Cl)cc2)nc1CN1CCC(C(=O)N2CCc3ccccc3C2)CC1	?	2.1%	-8%	-15%
COc1ccc(CCC(=O)NCc2ccc3c(c2)CCN3C(=O)c2cccc(C)c2)cc1	-20%	?	-10%	-12%[10.9 µM]
O=C(CC1Oc2ccc(Cl)cc2NC1=O)NCc1ccccc1 (stereo unspecified)	0%	-0.8%	7%	-2%[10.9 µM]
CCn1cc(C(=O)N2CCN(Cc3ccc4c(c3)OCO4)CC2)c2cc(OC)c(OC)cc2c1=O	-3%	-0.8%	-10%	-19%
Cc1c(Cl)cccc1NC(=O)Nc1nnc(N(C)C2CCCCC2)s1	-4%	1.9%	-8%	-12%[10.9 µM]
CC(=O)Nc1ccc(NC(=O)CSc2nccn2Cc2ccccc2)cc1	-12%	-0.1%	1%	-12%
CC(=O)c1ccc(NC(=O)c2sc(-n3nc(C)c(Cc4ccccc4)c3C)nc2C)cc1	10%	-0.2%	2%	-16%[10.9 µM]
Cc1nc2ccccc2n1CCc1nc2c3ccccc3nc(SCC(=O)Nc3cccc(C(F)(F)F)c3)n2n1	?	?	?	-8%[10.9 µM]
CCc1nc(Nc2ccncc2)c2oc3ccccc3c2n1	29%	13%	9%	-17%
COC(=O)c1ccc(C(/C=C/[C@@H](C)C(=O)N(C)C)NC(=O)OCc2ccccc2)cc1 (stereo partly specified)	2%	/	6%	-8%
O=C(CCC1N=C2c3ccccc3N=C(SCc3cccc(F)c3)N2C1=O)NCCc1ccccc1 (stereo unspecified)	4%	-1.3%	20%	-15%[10.9 µM]
O=C(NCCCNCc1ccccc1)c1ccncc1	6%	0.0%	-10%	-6%
COCCN(C(=O)Nc1ccccc1)c1ccccc1C	7%	/	5%	/
COC(=O)CN1C(=O)CSc2ccc(S(=O)(=O)Nc3cccc(Cl)c3C)cc21	-25%	?	5%	-5%[10.9 µM]
Cc1cc(C)cc(NC(=O)CSc2nnc(CN3CCOCC3)n2C)c1	2%	/	-27%	/
Cn1cccc1Cc1nnc(SCC(=O)N2CCCCCC2)n1-c1ccc(F)cc1	3%	-1.4%	2%	-12%
Cc1cccc(N(C)c2cc(C)nc3nc(C)nn23)c1	7%	-3.5%	-2%	-20%
COc1ccc(OC)c(NC(=O)c2csnn2)c1	7%	-0.6%	-7%	25%[10.9 µM]
CCCc1cc(=O)[nH]c(SCC(=O)N(CC(C)C)C2CCS(=O)(=O)C2)n1 (stereo unspecified)	-9%	0.9%	6%	-8%
CCOC(=O)c1cc(-c2ccccc2)n(CC(=O)Nc2ccc(OC)cc2OC)c1C	36%[activator]	1.2%	27%	-16%[10.9 µM]
CC(=O)Nc1sc2c(c1C#N)CC(C)(C)NC2(C)C	0%	-2.1%	6%	?
C[N+](C)(C)CC(O)CC(=O)O (stereo unspecified)	-10%	/	13%	-3%
CCc1ccc2[nH]c(=O)c(CN(CCN3CCOCC3)C(=O)Nc3ccccc3F)cc2c1	-1%	0.4%	0%	-20%
CCCC(=O)C1=C(O)C(C(=O)OC)C(C)(C)CC1=Nc1cccc2ccccc12 (stereo unspecified)	-5%	/	8%	/
O=C(Cn1c(=O)n2nc(-c3ccccc3)nc2c2ccccc21)Nc1ccccc1C(F)(F)F	14%	?	1%	5%[10.9 µM]
Cc1ccc2c(c1)NC(=O)C(CC(=O)Nc1cc(Cl)ccc1C)O2 (stereo unspecified)	-17%	-3.5%	10%	-11%[10.9 µM]
CCn1c(=O)c(-[n+]2ccccc2)c(O)c2ccccc21	6%	-1.0%	-3%	5%
